Compound activity (PubChem BioAssay)
KCNQ1 pot: human KCNQ1 channel potentiation or activation. P51787. CHO-K1 KCNQ1, thallium flux FluxOR fluorescence; hits give high values. B-score at 10 µM. actives 0.35% (n = 310,000). AID 2648;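 active = fluorescence ratio B-score, a plate-corrected score, at least three library SD, with initial intensity B-score within 5 SD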
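Test system: CHO-K1 cells stably expressing KCNQ1 / Medium: assay buffer / Also added: depolarizing K+/Tl+ stimulus, K2SO4 and Tl2SO4 each 12.5 mM in 5x stock / Incubation: 90 min dye loading and 20 min compound exposure, both at room temperature / Signal: thallium influx via FluxOR fluorescence, kinetic imaging / Evaluation: B score of baseline-normalized fluorescence ratio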
GSK3beta inhib: human GSK3beta kinase inhibition. P49841. GST-GSK3beta kinase, ADP-Glo luminescence, 60 min; hits give low values. activity score (negative = inhibition), % at 10 µM. actives 0.038% (n = 300,000). AID 2097;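 active = more than half of replicate wells score below -50%, meaning over 50% inhibition versus plate controls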;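 note: 0% = median DMSO wells and -100% = median GW8510 positive control wells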
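Test system: GST-fused GSK3beta enzyme, cell-free | Quantity: 1.6 ng GST-GSK3beta enzyme per well | Reagent: 25 µM ATP with peptide substrate | Schedule: 60 min enzyme reaction, room temperature | Signal: Luminescent ADP-Glo measurement of ADP formed | Read-out basis: Score relative to plate controls | Control set: DMSO and 20 µM GW8510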
RGS4 pot: RGS4 potentiation or activation; HEK293 M3R/inducible RGS4, carbachol calcium flux Fluo4; hits give low values; B-score at 10 µM; actives 0.92% (n = 310,000); AID 463111;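 active = B-score of the integrated calcium signal more than 4 SD below the library mean, with starting fluorescence not abnormally high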;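 note: negative B-score means reduced calcium response which marks RGS4 activation or potentiation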
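Reagent: ECmax carbachol challenge; Test system: M3R-expressing HEK293 line, RGS4 induced by doxycycline; Schedule: overnight RGS4 induction, 30 min dye load 37 °C, 20 min compound RT; Detection: calcium dye Fluo4 fluorescence; Read-out: Agonist-evoked peak-minus-minimum fluorescence over baseline, integrated ratio, B score.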
KCNK9 inh: human KCNK9 channel inhibition; Q9NPC2; HEK293 KCNK9, FluxOR thallium flux fluorescence; hits give low values; B-score at 10 µM; actives 1.2% (n = 310,000); AID 488922;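 active = ratio B-score over 3 SD below the library mean, with starting fluorescence within 5 SD of its mean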;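 note: negative B-score means less thallium flux so channel inhibition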
PolyA inh: blocks polyadenylation in yeast reporter cells. actives 0.02% (n = 300,000). calls only at 12 µM. AID 1875. S. cerevisiae SKY197-pL101 polyadenylation reporter, beta-gal luminescence; efflux-impaired pdr1/pdr3 knockout yeast; score 100 = 6 SD above DMSO;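 active = lowest replicate activity score at least 50, where 100 means six control SD above control mean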;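 note: yeast exposed to compound for 9 h at 30 °C; higher score means more reporter readthrough which indicates perturbed polyadenylation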
KCNK3 block: human KCNK3 channel inhibition, primary screen; O14649; actives 0.84% (n = 340,000); CHO-KCNK3 thallium flux, FluxOR fluorescence; hits give low values; B-score at 10 µM;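 active = B-score under library mean minus 4 SD, starting fluorescence ratio at most library mean plus 5 SD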;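 note: more negative B-score means stronger inhibition of thallium flux through KCNK3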
GSK3 alpha inh: inhibitors of human GSK-3 alpha kinase; actives 0.1% (n = 320,000); AID 2650; ADP-Glo luminescence, 60 min; inhibition, % at 10 µM;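 in the data active = inhibition above about 50%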;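 note: GST-tagged GSK-3 alpha with peptide substrate and 25 µM ATP; 0% = DMSO neutral wells and 100% = GW8510 positive control wells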
hERG rescue: shields human hERG channel from block by proarrhythmic agents. AID 1511. CHO-hERG, FluxOR thallium flux, dofetilide IC70 present. activation (rescue from dofetilide block), less the hit threshold, % at 10 µM. Q12809. actives 0.51% (n = 310,000);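 active = activation above the mean of controls blocked by dofetilide plus 5 SD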;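 note: thallium influx through hERG after potassium depolarization seen as dye fluorescence rise; in these data hits start at about 4.7%; inactives centre near -7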
Target sequence (Q12809 whole entry, looked up): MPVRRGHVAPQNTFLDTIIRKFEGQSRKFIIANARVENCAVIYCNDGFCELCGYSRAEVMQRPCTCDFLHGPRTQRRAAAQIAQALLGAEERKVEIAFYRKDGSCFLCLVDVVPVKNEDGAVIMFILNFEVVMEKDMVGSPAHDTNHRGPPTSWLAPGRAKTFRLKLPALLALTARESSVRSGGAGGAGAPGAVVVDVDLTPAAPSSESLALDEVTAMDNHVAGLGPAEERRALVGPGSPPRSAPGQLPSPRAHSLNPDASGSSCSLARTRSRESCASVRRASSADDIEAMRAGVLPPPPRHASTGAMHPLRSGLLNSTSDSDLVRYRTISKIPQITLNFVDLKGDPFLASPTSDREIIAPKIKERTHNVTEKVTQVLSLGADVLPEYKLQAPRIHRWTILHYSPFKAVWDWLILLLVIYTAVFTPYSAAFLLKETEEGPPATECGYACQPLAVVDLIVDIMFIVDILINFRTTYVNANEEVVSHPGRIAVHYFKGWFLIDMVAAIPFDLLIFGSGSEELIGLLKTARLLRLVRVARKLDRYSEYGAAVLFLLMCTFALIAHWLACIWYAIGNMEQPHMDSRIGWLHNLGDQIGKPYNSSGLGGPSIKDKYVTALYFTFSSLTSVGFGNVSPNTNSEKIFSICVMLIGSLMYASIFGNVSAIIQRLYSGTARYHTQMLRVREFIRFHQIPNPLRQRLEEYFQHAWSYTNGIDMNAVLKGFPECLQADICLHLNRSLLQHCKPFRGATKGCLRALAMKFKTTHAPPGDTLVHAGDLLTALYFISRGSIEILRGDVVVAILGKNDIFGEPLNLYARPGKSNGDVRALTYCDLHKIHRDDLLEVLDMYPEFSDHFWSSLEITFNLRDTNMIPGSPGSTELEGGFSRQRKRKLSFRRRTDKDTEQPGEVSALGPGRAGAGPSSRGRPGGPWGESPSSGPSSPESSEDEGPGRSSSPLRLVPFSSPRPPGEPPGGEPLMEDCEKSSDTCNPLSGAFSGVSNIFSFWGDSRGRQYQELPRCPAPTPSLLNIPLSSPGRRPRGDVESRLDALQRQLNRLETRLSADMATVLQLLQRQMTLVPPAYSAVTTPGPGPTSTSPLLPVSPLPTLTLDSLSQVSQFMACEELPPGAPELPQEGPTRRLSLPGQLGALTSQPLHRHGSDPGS
Dyrk1A ADPGlo: inhibitors of rat Dyrk1A kinase; Q63470; ADP-Glo luminescence, NFATc1 peptide; inhibition, % at 12.5 µM; actives 0.43% (n = 310,000); AID 504441; in the data active = inhibition above about 50%;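 note: plate controls were vehicle with enzyme for no effect and no enzyme for full effect; many of its hits are not listed in these tables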
RGS4 inh: inhibitors of human RGS4. P49798. HEK293 M3R/RGS4 inducible, Fluo-4 calcium flux; hits give high values; triggered by carbachol at its EC20. B-score at 10 µM. actives 0.45% (n = 310,000). AID 463165;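 active = B-score, a plate-corrected calcium signal, over three deviations above library mean, with baseline fluorescence within five deviations of library mean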;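 note: RGS4 expression induced by doxycycline in cells with stable M3 receptor; B-score is computed from the integrated fluorescence ratio over baseline after carbachol; higher B-score means a larger calcium signal and so more RGS4 inhibition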
KCNQ1 block: human KCNQ1 channel inhibition | CHO-K1 KCNQ1, FluxOR thallium flux fluorescence; hits give high values | AID 2642 | P51787 | B-score at 10 µM | actives 1.3% (n = 310,000);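 active = compounds whose thallium flux B-score, printed positive for inhibition, exceeds three library SD while starting fluorescence stays within three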;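 note: channel opened by potassium depolarization with thallium stimulus after 20 min compound exposure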
Starred values were filed as active, the others as inactive; i = inactive; · = no result given. Only part of the results is shown, so the mix of outcomes need not match the whole.

SMILES	KCNQ1 pot	GSK3beta inhib	RGS4 pot	KCNK9 inh	PolyA inh	KCNK3 block	GSK3 alpha inh	hERG rescue	Dyrk1A ADPGlo	RGS4 inh	KCNQ1 block
COCCN(C(=O)CCc1nnc(Cc2c[nH]c3ccccc23)o1)C(C)C	i	1.3	i	i	i	i	-1.0	-6.8	0.2	i	i
COc1cc(OC)c2c(c1)C(=O)OC2OC (stereo not given)	i	28.6	i	i	i	i	0.4	-9.2	-3.7	i	i
COC(=O)NCC1(C)CC(NC(=O)OC)CC(C)(C)C1 (stereo not given)	i	-0.3	i	i	i	i	-3.8	-9.2	1.5	i	i
Cn1cccc1C(=O)OCC(=O)Nc1ccc2c(c1)OCO2	i	0.5	i	i	i	i	-0.9	-13.2	·	i	i
COCc1cc(=O)n2[nH]c(C(C)(C)C)cc2n1	i	1.7	i	i	i	i	3.3	-5.4	-1.6	i	i
Cc1ccc(NCc2ccncc2)c(Br)c1	i	-3.3	i	i	i	i	-3.5	-10.5	-2.2	i	i
CC(c1ccco1)N(C(=O)c1ccccc1NS(=O)(=O)c1ccc(Cl)cc1)c1ccccn1 (stereo not given)	i	3.4	i	i	i	i	-1.2	-5.2	-1.9	i	i
C=CCOC(=O)C1=C[C@@H](c2coc3ccccc3c2=O)C[C@@H](OCc2ccc(CO)cc2)O1	i	-0.4	i	i	i	i	-1.4	-11.0	2.1	i	i
C=CCOc1c(Br)cc(C2NC(=O)NC(C)=C2C(C)=O)cc1OCC (stereo not given)	i	-1.1	i	i	i	i	-4.0	-4.4	-12.3	i	i
Cc1cccc(C)c1OCc1cc(C(=O)N2CCN3CCCC3C2)no1 (stereo not given)	i	-1.4	i	i	i	i	·	-8.2	-7.0	i	i
Cc1cc(C(=O)O)ccc1-c1ccc(CO)o1	i	0.0	i	i	i	i	0.4	-10.4	12.4	i	i
Cc1ccc(Nc2nc(Cl)c(C=O)s2)cc1Cl	i	-4.1	i	i	i	i	-0.8	-2.8	2.1	i	i
Cc1c(NC2=CC(=O)CC(C)(C)C2)ccc([N+](=O)[O-])c1C	i	1.3	i	i	i	i	-6.8	-9.2	3.5	i	i
Cc1nc2ccc(NC(=O)c3sccc3C)cc2s1	i	-2.5	i	i	i	i	-0.1	-11.4	5.8	i	i
O=C(O)c1cncc(C#CCC2CCCCC2)c1	i	0.9	i	i	i	i	-2.4	-3.4	·	i	i
CCn1c(-c2csc3c2CCCC3)n[nH]c1=S	i	2.4	i	i	i	i	1.3	-2.8	0.8	i	i
O=S(=O)(NCc1ccccc1)c1ccc(S(=O)(=O)N(Cc2ccccn2)Cc2ccco2)cc1	i	-2.5	i	i	i	i	-1.5	-7.4	·	i	i
O=C(COC(=O)c1ccc(F)c(S(=O)(=O)N2CCOCC2)c1)NCCc1ccccc1	i	1.2	i	i	i	i	-1.5	-14.0	·	i	i
Cc1ccc(/C=N/Nc2nc(C)cc(C)n2)cc1	i	-6.6	i	i	i	i	-1.9	-10.3	-1.1	i	i
CCO[C@@H]1OC(C(=O)NCc2nc3ccccc3[nH]2)=C[C@H](C2CC2)[C@H]1CCCO	i	-2.5	i	i	i	i	-2.9	-6.6	2.6	i	i
CCS(=O)(=O)N1CCCC(C(=O)NC2CCCCC2)C1 (stereo not given)	i	-3.3	i	i	i	i	3.8	-0.1	5.9	i	i
CC(C(=O)NCC1CCCO1)n1cccc1C(=O)c1ccccc1 (stereo not given)	i	0.7	i	i	i	i	-0.2	-9.3	-3.7	i	i
CC(C)Cc1ccc(C(C)C(=O)N2CCOCC2)cc1 (stereo not given)	i	-1.8	i	i	i	i	-1.5	-4.4	·	i	i
COC(=O)c1ccc(NC(=O)CCS(=O)(=O)c2ccc(Br)cc2)cc1	i	-0.7	i	i	i	i	0.2	-2.4	3.0	i	i
COc1ccc(S(=O)(=O)N2CC(C)N(S(=O)(=O)c3ccc(OC)cc3)CC2C)cc1 (stereo not given)	i	-0.9	i	i	i	·	-2.5	-5.4	·	i	i
Cc1ccc(-c2nn(CC(=O)N(C)C)c(=O)c3ccccc23)cc1S(=O)(=O)N(C)C	i	-2.6	i	i	i	i	-3.5	-0.1	·	i	i
O=C(NC1CCCCCCC1)c1cc(-c2ccccn2)nc2ccccc12	i	1.0	i	i	i	i	12.2	-23.2	·	i	i
COC(=O)Cc1[nH]nc2c1C1(CCSCC1)C(C#N)=C(N)O2	i	-0.1	i	i	i	i	-0.5	-2.1	4.6	i	i
CCCCN1C(=O)/C(=C2/C=CC=CN2C)SC1=S	i	-21.5	-8.69*	i	i	i	0.9	-6.8	2.5	i	i
CC(=O)Nc1ccc(S(=O)(=O)N(C)CC(=O)NC2=NCCS2)cc1	i	-0.9	i	i	i	i	3.4	-3.2	0.1	i	i
CC1CCCN(C(=O)/C(=C/c2ccco2)NC(=O)c2ccccc2)C1 (stereo not given)	i	0.1	i	i	i	i	0.2	-3.8	-0.6	i	i
CCO/C(C)=N/n1c2nc3ccccc3nc2c2c(=O)n(Cc3ccccc3Cl)c(C)nc21	i	3.0	i	i	i	i	0.7	-8.2	1.5	i	i
COc1cc(Cl)c(C)cc1NC(=O)CCCn1c(=O)oc2ccccc21	i	-0.5	i	i	i	i	·	-13.3	-7.8	i	i
Cc1ccc(/C=C/S(=O)(=O)NCC(=O)OCC(=O)Nc2ccc(C(N)=O)cc2)cc1	i	-2.9	i	i	i	i	0.5	-10.6	1.4	i	i
Cc1nc(Cl)sc1C(=O)Nc1ccc(Cl)cc1	i	2.2	i	i	i	i	2.1	-8.8	0.0	i	i
Cc1ccccc1N1C(=O)[C@@H]2Cc3ccccc3CN2C1=O	i	2.3	i	i	i	i	0.1	-1.0	-2.3	i	i
CC(OC(=O)CNC(=O)c1ccc2c(c1)OCO2)C(=O)NCCC1=CCCCC1 (stereo not given)	i	0.3	i	i	i	i	-3.5	-4.8	-0.2	i	i
Cc1nnc(SCc2ccccc2C#N)n1-c1ccccc1	i	5.1	i	i	i	i	-1.3	-10.0	0.2	i	i
CCCCC(=O)Nc1ncc2c(n1)CC(C)(C)CC2=O	i	1.0	i	i	i	i	-0.1	-6.1	-1.7	i	i
COc1cc(OC)cc(C(=O)N2CCN(Cc3ccc4c(c3)OCO4)CC2)c1	i	·	i	i	i	i	-1.5	-6.0	·	i	i
CCc1cc(=O)oc2cc(OCC(=O)N3CCC[C@H]3C(=O)O)ccc12	i	-2.8	i	i	i	i	-2.3	-5.1	6.8	i	i
Cc1cccc2nc(CSc3nc4ccc([N+](=O)[O-])cc4[nH]3)cn12	i	2.6	i	i	i	i	1.1	-3.4	10.0	i	i
COc1ccc(/C=C(/NC(=O)c2ccc(C)cc2)C(=O)NCC2CCCO2)cc1 (stereo not given)	i	-0.8	i	i	i	i	-1.3	-8.2	3.8	i	i
COc1ccccc1CC1(C)NC(=O)N(CC(=O)N2CC(C)OC(C)C2)C1=O (stereo not given)	i	3.2	i	i	i	i	-0.5	-4.9	-10.8	i	i
Cc1nc2cccc(C)n2c(=O)c1Cl	i	-2.0	i	i	i	i	1.6	-3.6	3.9	i	i
CC1CCC(NC(=O)COc2ccc(C(=O)c3ccccc3)cc2)CC1 (stereo not given)	i	-1.0	i	i	i	i	-2.1	-11.1	0.5	i	i
CN(CC(=O)Nc1nc2ccccc2s1)S(=O)(=O)c1ccc(Cl)cc1	i	-13.3	i	i	i	i	-0.5	-3.7	0.1	i	i
O=C(/C=C/c1cccnc1)c1ccccc1O	i	1.8	i	i	i	i	0.0	-9.8	3.6	8.84*	i
O=C(Nc1ccccc1F)c1ccccc1-c1ccc(C(F)(F)F)cc1	i	5.2	i	i	i	i	-2.4	-4.2	2.7	i	i
COc1cccc(NC(C(=O)Nc2cccc(C(C)=O)c2)c2ccccc2)c1 (stereo not given)	i	1.3	i	i	·	i	2.4	-8.4	·	i	i
O=C(O)CCN1C(=O)/C(=C\c2cccc(OCc3ccccc3)c2)SC1=S	i	-2.0	i	i	i	i	-0.7	-6.0	-5.7	i	i
CCc1ccccc1NC(=S)NN	i	0.3	i	i	i	·	-2.4	-9.4	·	i	i
O=C(c1cc(-c2ccc(Cl)c(Cl)c2)on1)N1CCN(c2ccccc2)CC1	i	-1.8	i	i	i	i	1.9	-4.7	-2.6	i	i
CCc1ccc2c(COC(=O)c3n[nH]c4ccccc34)cc(=O)oc2c1	i	3.2	i	i	i	i	-0.5	-7.6	7.4	i	i
CCc1ccc(NC(=O)CN2C(=O)COc3ccc(S(=O)(=O)N4CCCC4)cc32)cc1	i	-4.9	i	i	i	i	-2.1	-11.7	-10.4	i	i
Cc1cc(=O)n2c(n1)SCOC2	i	-1.8	i	i	i	i	-0.8	-6.4	6.0	i	i
N/C(=N\OC(=O)c1ccc(F)cc1)c1ccccc1	i	18.6	i	i	i	i	2.6	-9.8	5.2	i	i
Cc1cc(OC(C)C(=O)NC(Cc2c[nH]c3ccc(O)cc23)C(=O)O)c2c(C)c(C)c(=O)oc2c1 (stereo not given)	i	-1.7	i	i	i	i	3.9	-5.9	12.9	i	i
Cc1ccc(CNC(=O)c2cc(C)nn2-c2ccccc2)cc1	i	-3.5	i	i	i	i	-2.7	-7.9	-8.6	i	i
COC(=O)NNC(=O)c1ccccc1C	i	2.9	i	i	i	i	-0.6	-7.4	-1.8	i	i
The list continues:
SMILES	KCNQ1 pot	GSK3beta inhib	RGS4 pot	KCNK9 inh	PolyA inh	KCNK3 block	GSK3 alpha inh	hERG rescue	Dyrk1A ADPGlo	RGS4 inh	KCNQ1 block
Cc1ccc(O)c(CNc2cccc3cccnc23)c1	i	-0.9	i	-9.71*	i	i	·	-17.4	5.3	i	i
CCc1ccc(S(=O)(=O)NCCc2cn3cccc(C)c3n2)s1	i	2.1	i	i	·	i	0.7	-3.0	20.7	i	i
Cc1ccc2nc(SC(C)C(=O)N3CC(C)OC(C)C3)[nH]c2c1 (stereo not given)	i	-4.7	i	i	i	i	-0.2	-3.4	-8.5	i	i
COc1ccc(NC(=S)NCC(c2ccco2)N2CCCC2)cc1 (stereo not given)	i	5.7	i	i	i	i	-3.0	-4.6	0.9	i	i
Cc1ccc(CNC(=O)C2(C)Oc3ccccc3NC2=O)cc1 (stereo not given)	i	-4.2	i	i	i	i	1.8	-3.6	-4.2	i	i
